Bioassay records: PubChem BioAssay, National Center for Advancing Translational Sciences (NCATS)
USP1 inh = Inhibitors of USP1/UAF1: Primary Screen; Ubiquitin carboxyl-terminal hydrolase 1 (Homo sapiens), O94782; recombinant USP1/UAF1, Ub-Rhodamine cleavage fluorescence; Potency, µM (titrated, usually from 57.1 µM), for the others: at the top dose activity change, negative = inhibition, most hits filed as inhibitors; 0.23% of 390,000 active; AID 743255, 2014; further: potency means the concentration at half of the fitted maximal effect; on the % scale 0 is the no-effect control and ±100 the full control effect; nearly all actives have a fitted effect of over 60% in size; inactives centre near -12
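USP1/UAF1 complex at 1 nM was preincubated with compound for 15 min at room temperature, then Ub-Rho substrate (150nM final) was added. Fluorescence (480/540 nm) was read kinetically, 6 reads every 60 seconds.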
Vif-A3G inh = qHTS for Inhibitors of Vif-A3G Interactions: qHTS; DNA dC->dU-editing enzyme APOBEC-3G (Homo sapiens), Q9HC16; HeLa A3G-eYFP + Vif (tagged APOBEC3G with the HIV-1 protein that degrades it), YFP fluorescence, overnight; Potency, µM (series often up to 46.1 µM), without a hit: top-dose activity, negative = active, actives largely listed as inhibitors; 0.076% of 410,000 active; AID 602310, 2012;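 further: potency means the concentration at half of the fitted maximal effect; on the % scale 0 is the no-effect control and ±100 the full control effect; nearly all actives have a fitted effect of over 60% in size; hits raise eYFP signal because A3G escapes Vif-driven loss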
Target sequence (Q9HC16 whole entry, looked up): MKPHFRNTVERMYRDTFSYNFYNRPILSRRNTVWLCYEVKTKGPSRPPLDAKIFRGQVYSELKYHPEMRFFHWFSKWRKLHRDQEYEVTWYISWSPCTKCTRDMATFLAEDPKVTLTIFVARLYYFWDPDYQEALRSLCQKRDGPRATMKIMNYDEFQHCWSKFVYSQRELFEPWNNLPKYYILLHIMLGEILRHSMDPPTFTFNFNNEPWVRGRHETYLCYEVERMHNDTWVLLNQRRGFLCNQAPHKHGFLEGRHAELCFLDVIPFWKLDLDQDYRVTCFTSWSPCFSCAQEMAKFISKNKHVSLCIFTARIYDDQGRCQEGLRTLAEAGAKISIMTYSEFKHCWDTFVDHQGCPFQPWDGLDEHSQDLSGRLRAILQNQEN
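HeLa cells stably expressing Vif and C-terminally eYFP-tagged A3G, seeded overnight at 37 deg C, then exposed to compound by pintool overnight at 37 deg C. Rise in yellow fluorescence (Ex 488/Em 500-530, Acumen) marks blocked Vif-driven A3G degradation.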
TrxR1 inh = qHTS Assay for Inhibitors of Mammalian Selenoprotein Thioredoxin Reductase 1 (TrxR1): qHTS | Thioredoxin reductase 1, cytoplasmic (Rattus norvegicus), O89049 | recombinant rTrxR1, NADPH fluorescence consumption, selenite substrate | Potency, µM (titrated, usually from 114 µM), without a hit: at the top dose activity change, negative = inhibition, usual class: inhibitors | 1% of 390,000 active | AID 588453, 2011; further: potency means the concentration at half of the fitted maximal effect; on the % scale 0 is the no-effect control and ±100 the full control effect; nearly all actives have a fitted effect of over 65% in size
Target sequence (O89049 whole entry, looked up): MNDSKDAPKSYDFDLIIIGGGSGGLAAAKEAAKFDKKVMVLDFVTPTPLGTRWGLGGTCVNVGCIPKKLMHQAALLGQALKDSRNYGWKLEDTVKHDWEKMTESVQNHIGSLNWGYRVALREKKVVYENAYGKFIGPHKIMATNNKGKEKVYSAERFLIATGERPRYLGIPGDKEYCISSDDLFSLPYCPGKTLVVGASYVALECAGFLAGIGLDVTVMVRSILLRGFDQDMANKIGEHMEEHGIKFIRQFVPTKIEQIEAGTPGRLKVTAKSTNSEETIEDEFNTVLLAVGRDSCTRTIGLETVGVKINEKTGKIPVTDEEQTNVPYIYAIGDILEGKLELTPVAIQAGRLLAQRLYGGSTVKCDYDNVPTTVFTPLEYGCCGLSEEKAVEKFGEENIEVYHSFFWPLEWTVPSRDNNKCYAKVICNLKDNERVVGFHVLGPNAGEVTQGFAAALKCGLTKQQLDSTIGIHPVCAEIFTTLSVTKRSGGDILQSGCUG
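Rat TrxR1 (90 nM in the dispensed reagent) was pre-reduced with 400 uM NADPH for 5 min at room temperature, then incubated with compound for 15 min. After 400 uM selenite was added, NADPH fluorescence (Ex 340/Em 450 nm) was followed for 8 min.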
LDHA inh = qHTS assay for inhibitors of human lactate dehydrogenase; L-lactate dehydrogenase A chain (Homo sapiens), P00338; purified LDHA, NADH/diaphorase-resazurin fluorescence; hits give low values; activity change, % (values are at about 110 or 230 µM); 0.15% of 480,000 active; in the data active means activity change below about -30%; inconclusive means mostly about -25% to -30%;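 further: plate controls were DMSO wells for no effect and wells without enzyme for full effect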
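Enzyme activity of human lactate dehydrogenase 5 (2 nM; 0.06 mM NADH, 0.2 mM pyruvate, 5 min, RT) is measured via a resazurin/diaphorase fluorescence readout of residual NADH.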
TrxR1 substrate = qHTS Assay for Substrates of Mammalian Selenoprotein Thioredoxin Reductase 1 (TrxR1): qHTS; Thioredoxin reductase 1, cytoplasmic (Rattus norvegicus), O89049; purified TrxR1 substrate turnover, NADPH consumption readout; 0.01% of 390,000 active; AID 588456, 2011; Potency, µM (top dose mostly 114 µM), for the others: top-dose activity change, negative = substrate turnover; further: potency means the concentration at half of the fitted maximal effect; on the % scale 0 is the no-effect control and ±100 the full control effect; nearly all actives have a fitted effect of over 50% in size
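Rat TrxR1, dispensed at 90 nM, was prereduced with 400 uM NADPH (final) for 5 min at ~22 deg C, then incubated with compound 15 min before 400 uM selenite. A first-read NADPH fluorescence drop versus no-compound background flagged substrates.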
GRP78 ERSR act = qHTS for Inducers of the Endoplasmic Reticulum Stress Response (ERSR) in Human Glioma: qHTS. 0.02% of 420,000 active. U87-MG GRP78 promoter luciferase reporter, 16 h. Potency, µM, without a hit: at the highest dose activation, usual class: activators. AID 602332, 2012; further: potency means the concentration at half of the fitted maximal effect; series mostly up to about 76 µM; % of control where 0% means no effect; nearly all actives have a fitted effect of over 35% in size
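Stably transfected U87-MG glioma cells carrying a GRP78-based luciferase sensor; 16 h compound incubation. Luminescence end-point read 10 min after Bright-Glo addition at room temperature.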
Vif-APOBEC3F blk = qHTS for Inhibitors of Vif-A3F Interactions: qHTS; Potency, µM (series often up to 46.1 µM), for inactives: at the highest dose activity, negative = active; HeLa A3F-eYFP + Vif (tagged APOBEC3F with the HIV-1 protein that degrades it), YFP fluorescence increase; AID 602313, 2012; 0.2% of 390,000 active; further: potency means the concentration at half of the fitted maximal effect; % of control where 0% means no effect; nearly all actives have a fitted effect of over 65% in size
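HeLa cells stably expressing Vif plus C-terminally eYFP-tagged A3F were seeded, incubated overnight at 37 deg C, dosed with compound, incubated overnight again at 37 deg C. Yellow fluorescence (Ex 488/Em 500-530) reported blocked Vif-mediated A3F-eYFP degradation.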
IDH1 R132H inh = qHTS for Inhibitors of mutant isocitrate dehydrogenase 1 (IDH1): qHTS; AID 602179, 2012; Isocitrate dehydrogenase [NADP] cytoplasmic (Homo sapiens), O75874; IDH1-R132H enzyme, NADPH consumption, diaphorase/resazurin fluorescence; Potency, µM (series often up to 76.6 µM), for inactives: top-dose activity change, negative = inhibition, most hits filed as inhibitors; 0.093% of 390,000 active; further: potency means the concentration at half of the fitted maximal effect; on the % scale 0 is the no-effect control and ±100 the full control effect; nearly all actives have a fitted effect of over 65% in size
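IDH1-R132H (0.5 ug/mL dispensed) in pH 7.5 Tris buffer was preincubated 30 min with compound, then given a substrate mix of 0.016 mM NADPH and 2 mM alpha-KG for 80 min at room temperature; remaining NADPH was read by diaphorase/resazurin fluorescence.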
RGS4 inh = Inhibitors of Regulator of G Protein Signaling (RGS) 4: qHTS | Regulator of G-protein signaling 4 (Homo sapiens), P49798 | AID 504845, 2011 | Transcreener GDP fluorescence polarization, RGS4-accelerated GTP hydrolysis | Potency, µM (titrated, usually from 114 µM), for inactives: at the highest dose activity change, negative = inhibition, hits mostly inhibitors | 0.039% of 390,000 active; further: potency means the concentration at half of the fitted maximal effect; on the % scale 0 is the no-effect control and ±100 the full control effect; nearly all actives have a fitted effect of over 75% in size; some results filed as inactive show a strong effect at the top dose
Target sequence (P49798 whole entry, looked up): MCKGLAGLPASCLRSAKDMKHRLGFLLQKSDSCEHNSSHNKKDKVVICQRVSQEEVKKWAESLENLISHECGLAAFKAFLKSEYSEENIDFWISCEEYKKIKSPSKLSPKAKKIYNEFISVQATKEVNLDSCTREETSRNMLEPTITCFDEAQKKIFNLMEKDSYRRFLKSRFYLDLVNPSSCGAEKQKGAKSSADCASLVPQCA
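MLSMR compounds (23 nl, pin-transferred) preincubated 10 min at room temperature with a 500nM (2x) first reagent, then RGS4 at 900nM (2x) plus Transcreener GDP mix added; fluorescence polarization (620/688 nm) read before and after 90 min at 30 °C.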
* marks the source's active call; other numbers are inactive results; ? = inconclusive; · = no result given; & = joins results of further samples; [ ] = remark or other dose. Unless noted, the call rests on the fitted dose curve; in most records, active means well fitted curve in the direction sought with a large enough effect; inconclusive means small, poorly fitted or top-dose-only effect, or another doubt; inactive means no such curve, though single readings can be large; an effect the other way counts as inactive or inconclusive. A portion of the library (hit frequency here may not be typical).

SMILES	USP1 inh	Vif-A3G inh	TrxR1 inh	LDHA inh	TrxR1 substrate	GRP78 ERSR act	Vif-APOBEC3F blk	IDH1 R132H inh	RGS4 inh
CCN(CC)S(=O)(=O)c1ccc(S(=O)(=O)NCc2cccs2)cc1	0.4%	0.0%	9.7%	-3.6	-2.5%	1.4%	19.2%	-3.8%	12.4%
Cc1ccc(Cn2nc(C)c(NC(=O)C3CC3)c2C)cc1	-8.7%	0.8%	17.6%[57.1 µM]	-0.5	3.9%[57.1 µM]	-3.5%	-0.1%	-5.8%	-27.0%
CCCCN(C)C(=O)c1nc2ccccn2c1CN1CCN(c2ncccn2)CC1	1.8%	0.4%	-19.7%	-4.8	-9.8%	-5.1%	1.5%	-4.1%	20.7%
CC(=O)Nc1nc(C)cs1	-17.8%	5.4%	18.0%	-2.0	0.1%	-3.8%	-5.2%	7.0%	-10.4%
COC(=O)CN1C(=O)N/C(=C/c2cc(OC)c(OC)cc2C)C1=O	-25.3%	0.1%	19.9%	-1.5	-2.1%	-1.4%	1.7%	-3.7%	-11.2%
O=C(O)/C=C/C(=O)OC1CC2CCC1C2 (stereo not given)	-17.1%	-1.0%	17.3%	-0.7	1.3%	-1.8%	8.2%	7.2%	12.7%
CCN(CC)CCN1C(=O)C(=O)/C(=C(/O)c2cnn(-c3ccccc3)c2C)C1c1ccc(C)o1 (stereo not given)	-9.5%	0.7%	?	5.3	5.4%[57.1 µM]	4.9%	-5.4%	2.8%	-21.8%
Cc1cccc(-c2nc(CCNC(=O)c3ccc(Br)o3)cs2)c1	4.7%	-8.0%	10.5%[57.1 µM]	-4.4	1.8%[57.1 µM]	-4.0%	9.8%	-9.1%	-7.8%
CN(CC(=O)Nc1ccc(Cl)c(C(F)(F)F)c1)C(=O)Cc1ccsc1	-21.1%	-9.0%	-13.6%[57.1 µM]	1.5	-8.0%	-2.0%	14.1%	10.1%	-10.9%
COc1ccc(C)cc1NC(=O)CCNS(=O)(=O)c1cccc2nonc12	4.6%&-10.5%	-5.1%&-3.3%	-14.3%&-7.7%	3.2&-6.6	1.4%	-1.3%&-0.9%	0.1%&6.1%	8.8%&-13.1%	-16.9%&11.5%
COc1ccc(C(C(=O)NC2CCCC2)N(C(=O)c2ccco2)c2ccccc2OC)cc1 (stereo not given)	0.6%	-0.4%	3.2%	-10.1	7.0%[0.457 µM]	-2.5%	4.3%	13.1%	6.0%
O=C(CC1C(=O)NCCN1Cc1c(F)cccc1Cl)NC1CCCCCC1 (stereo not given)	-3.9%	-6.7%	28.7%	-5.4	10.7%	-0.5%	-9.2%	13.7%	7.3%

2 entries picked at random from the list so far, as already listed:
SMILES	USP1 inh	Vif-A3G inh	TrxR1 inh	LDHA inh	TrxR1 substrate	GRP78 ERSR act	Vif-APOBEC3F blk	IDH1 R132H inh	RGS4 inh
O=C(O)/C=C/C(=O)OC1CC2CCC1C2 (stereo not given)	-17.1%	-1.0%	17.3%	-0.7	1.3%	-1.8%	8.2%	7.2%	12.7%
COC(=O)CN1C(=O)N/C(=C/c2cc(OC)c(OC)cc2C)C1=O	-25.3%	0.1%	19.9%	-1.5	-2.1%	-1.4%	1.7%	-3.7%	-11.2%

Going on with the list.
SMILES	USP1 inh	Vif-A3G inh	TrxR1 inh	LDHA inh	TrxR1 substrate	GRP78 ERSR act	Vif-APOBEC3F blk	IDH1 R132H inh	RGS4 inh
CC[n+]1c(C)cc(C)n1-c1ccccc1	-12.5%	1.3%	17.4%	-17.8	8.4%	-3.2%	-1.8%	0.2%	-36.5%
CCN(CC)C(=O)Cn1c(=O)n(CCCCCC(=O)NCc2ccccc2Cl)c(=O)c2sccc21	-21.8%	7.7%	10.0%	-11.1	-3.5%	-4.6%	-4.5%	-10.9%	16.3%
COC(=O)c1cccc(C23CC4(C2)[C@H](CN(Cc2ccc(C(F)(F)F)cc2)[C@@H]4c2ccccc2)C3c2ccc(Cl)nc2)c1 (stereo not given in full)	-5.3%	7.9%	1.1%	-9.7	-0.9%	-2.4%	-3.2%	5.5%	10.1%
CNc1snc(C)c1C(=O)OC(C)C(=O)Nc1cccc(OC)c1 (stereo not given)	-20.0%	3.1%	24.3%	2.0	4.8%	-0.8%	17.6%	-1.2%	3.1%
CC(C)NC(=O)COc1ncnc2sccc12	-15.6%	-1.1%	11.9%	-2.1	11.3%	0.0%	0.4%	-1.2%	15.4%
COC(=O)CCC(=O)OC1(C)C(=O)C2=CN(C3CCCC3)C(c3ccc(OC)cc3)=CC2=C(Br)C1=O (stereo not given)	25.1µM*	-0.8%	-10.0%	20.7	-15.8%	-2.6%	3.4%	21.5%	-42.9%
Cc1ccc(S(=O)(=O)Nc2ccc3c(c2)C(=O)N([C@H](C)CO)C[C@H](C)[C@@H](CN(C)Cc2ccc(-c4ccccc4)cc2)O3)cc1	?	-0.2%	7.5%[57.1 µM]	2.6	-7.2%[57.1 µM]	3.2%	-1.3%	3.4%	-14.8%
Cc1ccc(Nc2nc(-c3ccc(F)cc3)cs2)nc1	-18.1%	-0.9%	20.9%	-0.4	3.3%	2.9%	-1.9%	-0.5%	-2.2%
CCOC(=O)CCCCCC(=O)Nc1ccc2c(c1)C(=O)N([C@H](C)CO)C[C@@H](C)[C@@H](CN(C)C(=O)CCC(F)(F)F)OCCCC[C@H](C)O2	-19.2%	-1.1%	·	2.0	·	-5.1%	1.3%	-1.7%	·
Cc1cc(C(=O)CSc2nnnn2-c2ccc(Cl)cc2)c(C)n1CC1CCCO1 (stereo not given)	-8.4%	-5.5%	6.8%	-1.2	4.3%	-2.2%	-1.8%	-2.0%	6.7%
Cc1ccc(OCC(=O)Nc2cc(C)on2)c([N+](=O)[O-])n1	-15.6%	0.3%	18.8%[57.1 µM]	-1.8	2.4%[57.1 µM]	-0.6%	0.4%	1.3%	10.4%
CC1CCN(S(=O)(=O)N2CCC(C(=O)NCCC3=CCCCC3)CC2)CC1	-10.3%	-1.8%	24.1%	-9.2	2.8%	0.2%	6.9%	-0.5%	18.3%
COc1ccc(N2C(=O)CCC(C(=O)c3ccccc3)=C2C)cc1	-13.6%	0.6%	1.9%	-3.2	0.0%	-6.0%	0.1%	12.7%	-11.5%
CC(C)(C)NC(=O)C1CCC(CNc2c(N3CCCCC3)c(=O)c2=O)CC1 (stereo not given)	-7.7%	1.0%	9.0%	-6.9	-2.3%	1.8%	0.2%	21.8%	24.8%
O=C(O)c1ccccc1-c1ccccc1C(=O)Nc1nccs1	-16.7%	-4.7%	4.4%[57.1 µM]	-7.8	1.3%[57.1 µM]	-2.7%	-1.2%	-2.8%	1.6%
Cc1c(S(=O)(=O)Nc2cc(Cl)ccc2Cl)c(=O)n(C)c(=O)n1C	-20.7%	2.1%	6.4%[57.1 µM]	-4.0	8.8%[57.1 µM]	-1.5%	5.5%	-0.3%	17.8%
CC(=O)NC(=S)Nc1ccc(NC(=S)NC(=O)c2cccs2)cc1	-15.2%	-8.0%	38.0%[activator]	-1.1	3.7%	-0.8%	2.4%	2.8%	-19.8%
CCCN(C(=O)Cc1c(C(=O)O)n(C)c2ccccc12)c1cccc(C)c1	-10.8%	1.7%	7.3%	-8.7	1.9%	-1.8%	-8.7%	-7.1%	25.9%
COc1ccc(-n2cnnc2SCC(=O)Nc2cccc([N+](=O)[O-])c2)cc1	-24.2%	-3.5%	11.6%	-6.3	3.2%	-1.1%	-28.9%	0.9%	-2.0%
Cc1ccccc1NC(=O)CC(NCc1cccnc1)C(=O)O (stereo not given)	?	0.9%	11.0%	-2.2	5.3%	-2.9%	5.0%	5.8%	18.8%
COc1cc(/C=C/C(=O)OCC(=O)NC(=O)NC23CC4CC(CC(C4)C2)C3)ccc1OCC#N	?	3.5%	32.2%[57.1 µM]	-5.4	12.7%[57.1 µM]	-1.1%	-5.3%	7.7%	5.5%
O=C1CC(N2CCN(c3ccccc3)CC2)C(=O)N1c1ccc2c(c1)OCCO2 (stereo not given)	-8.9%	0.1%	9.5%[57.1 µM]	1.7	10.0%[57.1 µM]	-2.6%	1.2%	4.4%	-35.2%
CC(C)CC(=O)NC(=S)NNC(=O)c1cccc([N+](=O)[O-])c1	-12.0%	1.8%	6.9%[57.1 µM]	-17.7	8.0%[57.1 µM]	-2.6%	5.3%	4.9%	-13.8%
